Screening data: PubChem BioAssay, several laboratories
V-ATPase pHluor = regulators of yeast V-ATPase proton pumping, primary screen, pHLuorin cytosolic pH fluorescence | S. cerevisiae | response, % at 10 µM | actives 0.37% (n = 350,000) | AID 504577, 2011; in the data active = response mostly above about 7.3%, no sharp cut-off; inactive = mostly below about 5.4%; note: actives read high; inactives centre near 0; some compounds called inactive have numbers as strong as hits
Wnt act = Wnt/beta-catenin pathway activators, primary screen, cell-based, plate reader, single point; Wnt/beta-catenin reporter cell assay, activator; activation, % at 9.35 µM; actives 1.2% (n = 300,000); AID 743398, 2014; in the data active = activation above about 30%, passing the limit was not always enough;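 note: 0% = neutral control wells and 100% = positive control wells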
dFosB act = activators of delta FosB homodimer, primary screen, biochemical, fluorescence polarization, TAMRA-CDK5 oligo, single point; purified delta FosB; percent of positive-control signal above neutral wells; actives 0.99% (n = 340,000); AID 493131, 2011; Protein FosB (Mus musculus), P13346; activation, % at 25 µM;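 active = mean activation above about 17%, with every replicate also reaching it, limit read from the data, passing the limit was not always enough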;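 note: fluorescence polarization rise as delta FosB binds a TAMRA Cdk5 AP-1 oligo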
Tat transport = E. coli Tat export inhibitors, primary screen, MC4100, TorA-mCherry reporter, fluorescence, single point; AID 488895, 2010; inhibition, % at 10 µM; actives 0.036% (n = 340,000);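 active = mean replicate inhibition at least 50% and at least half of replicates individually reaching 50%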;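 note: exported cargo escapes ClpAP degradation while cytoplasmic cargo is degraded and loses fluorescence; 0% = median of neutral control wells and 100% = median of NaSCN control wells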
CAL PDZ FP-1 = untagged CAL PDZ binding inhibitors, primary screen, biochemical, fluorescence polarization, HTS. inhibition, % at 24.9 µM. AID 602252, 2012. purified CAL PDZ, TMR-peptide fluorescence polarization, 1 h. actives 0.92% (n = 300,000);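 active = mean inhibition of at least 30% with at least half of replicates also reaching 30%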;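 note: 0% = DMSO neutral control and 100% = excess unlabeled competitor peptide PRC23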
MITF act = activators of MITF-driven TRPM1 promoter reporter, primary screen, cell-based, SK-MEL-5, luciferase, single point. SK-MEL-5 TRPM1-promoter luciferase, 24 h; % of positive control, neutral wells = 0. activation, % at 12.5 µM. actives 0.75% (n = 300,000). AID 588334, 2011;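 active = mean activation of at least 80% with every replicate also reaching 80%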;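 note: 0% = neutral control wells and 100% = parthenolide positive control wells; values of inactives mirror those of a sister screen read the other way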
cardiac RTF act = cardiac RTF calcium sensitivity activators, primary screen, biochemical, IANBD-TnC fluorescence, EC20 calcium. AID 493008, 2010. actives 0.24% (n = 340,000). IANBD-labeled TnC RTF fluorescence at EC20 calcium; 0% EC20 calcium, 100% full calcium. activation, % at 7.2 µM;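 active = activation above the mean over all tested compounds plus 3 SD, cut at about 30% in these data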;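 note: rise in fluorescence read as greater calcium sensitivity of cardiac thin filaments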
CDK5 inh = inhibitors of human CDK5/p35 kinase, primary screen, biochemical, single concentration | inhibition, % at 10 µM | Recombinant CDK5/p35, ADP-Glo luminescence, 60 min | actives 0.01% (n = 330,000);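 active = highest replicate inhibition of at least 50% and at least 75% of replicates reaching 50%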;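 note: plate controls were DMSO neutral control for no effect and GW8510 at 10 µM for full effect; many of its hits are not listed in these tables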
Target sequence (Q00535 whole entry, looked up): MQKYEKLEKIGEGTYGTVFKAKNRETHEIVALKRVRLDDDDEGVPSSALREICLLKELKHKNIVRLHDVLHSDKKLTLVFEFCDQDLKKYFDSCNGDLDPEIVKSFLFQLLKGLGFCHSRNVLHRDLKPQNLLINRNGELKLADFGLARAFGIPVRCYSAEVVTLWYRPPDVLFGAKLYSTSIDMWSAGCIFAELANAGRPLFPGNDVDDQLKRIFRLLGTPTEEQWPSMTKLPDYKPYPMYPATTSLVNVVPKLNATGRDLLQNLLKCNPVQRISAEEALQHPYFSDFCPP
Target sequence (Q15078 whole entry, looked up): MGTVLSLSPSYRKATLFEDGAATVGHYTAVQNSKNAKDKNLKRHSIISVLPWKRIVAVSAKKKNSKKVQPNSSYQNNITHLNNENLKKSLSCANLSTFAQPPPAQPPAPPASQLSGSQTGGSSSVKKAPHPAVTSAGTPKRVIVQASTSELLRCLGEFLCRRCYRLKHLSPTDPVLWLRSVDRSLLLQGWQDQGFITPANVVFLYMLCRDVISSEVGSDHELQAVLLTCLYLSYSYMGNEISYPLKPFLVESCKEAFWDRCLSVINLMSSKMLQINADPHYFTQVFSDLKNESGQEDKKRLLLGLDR
CAL PDZ FP-2 = CAL PDZ peptide-binding inhibitors, primary screen, biochemical, fluorescence polarization, Cer-tagged CAL PDZ, HTS | Golgi-associated PDZ and coiled-coil motif-containing protein (Homo sapiens), Q9HD26 | purified CAL PDZ, TMR-peptide fluorescence polarization, 1 h | inhibition, % at 20 µM | actives 0.02% (n = 330,000) | AID 504414, 2011;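 active = highest replicate inhibition of at least 40%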;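 note: plate controls were DMSO neutral control wells for no effect and unlabeled competitor peptide control wells for full effect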
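Read-out basis: mP drop reported as inhibition | Assay system: Tagged CAL PDZ protein CerCALP, purified | Benchmarks: Unlabelled peptide for full inhibition, DMSO wells as neutral | Schedule: 1 h incubation at room temperature before polarization reading | Buffer or medium: Sodium phosphate/NaCl buffer pH 7.4 with TCEP, IgG, Thesit | Doses: Single point, 20 µM | Measured by: Fluorescence polarization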
Rtt109 Vps75 = inhibitors of C. albicans Rtt109/Vps75 HAT, primary screen, biochemical, ThioGlo CoA-SH fluorescence, plate reader. actives 0.16% (n = 330,000). inhibition, % at 34.9 µM. purified Rtt109/Vps75, 4 h. Histone acetyltransferase RTT109 (Candida albicans (strain SC5314 / ATCC MYA-2876)), …. AID 540336, 2011;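 active = inhibition of at least 50% in every replicate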
Target sequence (Q5AAJ8 whole entry, looked up): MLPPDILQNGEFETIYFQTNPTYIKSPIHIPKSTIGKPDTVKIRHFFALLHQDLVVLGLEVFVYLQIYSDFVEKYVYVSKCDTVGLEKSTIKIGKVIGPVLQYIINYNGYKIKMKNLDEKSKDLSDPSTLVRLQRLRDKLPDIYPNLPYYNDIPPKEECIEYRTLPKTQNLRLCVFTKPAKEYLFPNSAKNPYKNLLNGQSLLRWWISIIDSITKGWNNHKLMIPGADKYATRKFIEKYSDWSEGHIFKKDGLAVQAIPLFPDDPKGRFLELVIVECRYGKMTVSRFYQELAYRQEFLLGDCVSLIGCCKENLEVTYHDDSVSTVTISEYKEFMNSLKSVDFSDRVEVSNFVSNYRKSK
Active calls of the source: *; . = not tested or not shown.

Below each compound: V-ATPase pHluor	Wnt act	dFosB act	Tat transport	CAL PDZ FP-1	MITF act	cardiac RTF act	CDK5 inh	CAL PDZ FP-2	Rtt109 Vps75
> COC(=O)C1CSC(C(=O)OC)N1C(=O)CN1CCN(c2ccc(OC)cc2)CC1 (configuration not stated)
→ -3.0	-0.5	-2.2	-5.9	-2.7	2.3	-2.5	-2.2	-2.2	-13.2
> CCN(CC(=O)Nc1ccc(OC(F)F)cc1)C1CCCCC1
→ -5.2	-1.0	-7.5	-4.6	11.6	12.1	0.0	0.2	1.1	1.9
> COc1ccc(C=O)cc1CSc1ccccn1
→ 2.5	6.9	-1.0	-16.4	.	3.7	8.0	1.0	-1.0	-1.5
> O=C(NNC1CC(=O)N(c2ccccc2)C1=O)c1ccccc1Cl (configuration not stated)
→ -3.6	-0.8	3.0	1.1	-2.1	.	-0.8	0.2	-0.7	2.4
> Cc1cc(NC(=O)Cn2nnc3sc4c(c3c2=O)CCC(C(C)(C)C)C4)no1 (configuration not stated)
→ 0.2	.	-9.3	-2.5	.	10.4	3.1	-0.7	-1.9	1.8
> Cc1onc(-c2ccccc2Cl)c1C(=O)N1CCC(C(N)=O)CC1
→ 8.9	-2.8	-7.1	-1.3	-3.3	14.3	-5.3	1.0	-2.3	15.0
> CC(C)(C)SC(=O)CC1NS(=O)(=O)OC2CCCCC12 (configuration not stated)
→ -2.4	-0.7	-4.9	7.2	-2.7	10.8	0.3	-1.4	0.4	-6.2
> CN(C)c1ccc(NC(=O)Cc2ccccc2)c2ccccc12
→ -3.6	4.8	-9.7	-2.0	-2.1	19.0	-0.2	2.5	-0.3	13.6
> Cn1cc([N+](=O)[O-])c(C(=O)NCc2cc3ccccc3[nH]2)n1
→ -1.3	1.7	4.7	18.5	-2.8	-5.8	0.7	-1.3	-0.3	2.4
> COc1cccc(OC)c1C(=O)Nc1cccc(S(=O)(=O)Nc2ccccc2Cl)c1
→ -2.7	-1.8	-8.5	-1.5	-4.9	-29.4	6.6	-1.7	-0.6	1.8
> Cc1cc(C(=O)NCc2cc(C(=O)O)co2)co1
→ -2.1	-1.8	-3.1	-1.9	.	-4.4	0.3	-1.8	0.5	0.2
> CCOc1ccc(S(=O)(=O)NC2=NCCCCC2)cc1
→ -5.5	-2.0	-7.4	-0.5	.	5.3	-3.6	0.4	2.0	1.1
> CC1CCCC(C)N1C(=O)COC(=O)/C=C/c1ccco1 (configuration not stated)
→ 3.4	2.4	-9.7	-12.2	.	31.2	6.0	-0.7	-1.4	-5.1
> CC(=O)NC(Cc1ccccc1)c1ccc2c(c1)OCCCO2 (configuration not stated)
→ -0.5	.	-0.2	7.5	-4.0	33.5	4.3	-1.8	-0.8	-2.7
> CCCCCCN[C@H]1CCC2C3CC=C4C[C@@H](O)CC[C@]4(C)C3CC[C@@]21C (some centres not stated)
→ -0.8	-6.3	-4.6	-4.2	-1.3	-0.8	1.2	-2.3	-1.0	-4.2
> CCNC(=O)NC(=O)C(C)Oc1ccc(Br)cc1Br (configuration not stated)
→ -0.2	24.4	-2.4	-5.5	-0.8	43.9	-2.8	-0.6	-0.4	5.5
> CC1=C(C(=O)Nc2ccccc2)C(c2ccco2)NC(=O)N1 (configuration not stated)
→ -2.8	2.2	6.4	3.1	-0.3	4.3	2.2	0.4	-2.1	-3.0
> CCOc1cccc(C(=O)Nc2ccc(S(=O)(=O)Nc3cc(C)on3)cc2)c1
→ 1.3	10.0	0.3	-3.5	3.1	-2.2	-5.6	3.6	-1.1	-5.8
> C=CC[C@@H](CC(=O)N(CCO)Cc1ccccc1)C(=O)N[C@@H](COC(=O)[C@H](CC=C)CC(=O)OC(C)(C)C)Cc1c[nH]c2ccccc12
→ -1.3	1.1	-17.5	17.6	-3.9	-1.5	0.9	-0.8	-1.5	3.7
> COc1ccc(S(=O)(=O)N2CCOC2CNC(=O)C(=O)NCCc2ccccc2)cc1OC (configuration not stated)
→ -4.2	1.3	-5.5	-9.2	.	.	0.8	1.1	-0.3	9.1
> CC(=O)c1c(C)[nH]c(C(=O)N(C)C(c2ccccc2)c2ccccc2)c1C
→ 0.6	-12.7	-13.9	14.2	1.2	-9.2	0.7	-1.8	.	-4.3
> CCNc1nc(C)nc2c1cnn2C
→ -0.7	-2.8	6.9	-1.4	.	0.9	-1.5	-3.9	-0.2	-12.3
> CC(C)C(=O)NC(C)C(c1cccs1)N1CCOCC1 (configuration not stated)
→ -4.2	2.2	4.8	-5.3	-3.8	11.1	-1.1	-0.4	-0.8	3.0
> O=C1OCCC1Sc1nnc(-c2ccccc2Cl)n1Cc1ccccc1 (configuration not stated)
→ 2.1	-2.1	4.8	-1.7	-5.4	3.9	-5.2	1.2	0.9	2.3
> CC(C)CCNC(=O)c1cn(C)c2ccc(S(=O)(=O)N3CCCC3)cc2c1=O
→ 0.6	3.7	-4.4	0.6	.	6.0	1.8	1.3	-0.3	-1.6
> COc1ccc(OC)c(/C=N/NC(=O)CCN2CCN(C(c3ccccc3)c3ccccc3)CC2)c1
→ -6.3	-1.3	0.7	5.1	-4.2	-5.4	0.3	0.2	-2.5	19.6
> c1cncc(-c2nnc3sc(-c4ccco4)nn23)c1
→ 2.2	-3.0	-18.2	8.0	-0.3	.	-0.8	0.4	-3.1	.
> Cc1cc(C)n(C(C)CNS(=O)(=O)c2ccc(C)c(C)c2)n1 (configuration not stated)
→ 2.0	-1.1	5.5	-8.4	-4.6	-2.5	-0.4	-0.7	-1.0	-1.0
> CC(OC(=O)Cc1coc2cc3c(cc12)CCC3)C(=O)NC(N)=O (configuration not stated)
→ 3.1	-1.5	1.3	-0.6	3.2	7.4	8.0	0.4	-0.4	.
> Cc1ccc(CNC(=O)CN(C2CCCCC2)S(C)(=O)=O)cc1
→ 0.5	.	0.1	4.8	-5.0	-2.6	1.2	0.6	-0.3	-3.0
> O=C1c2ccc([N+](=O)[O-])cc2C(=O)N1Cc1cccnc1
→ 1.2	-0.6	-3.2	-11.9	0.1	.	7.0	-0.2	0.4	5.0
> CC(=O)Nc1ccc(C(=O)COC(=O)c2cc(C)oc2C)c(F)c1
→ -0.5	3.7	-12.7	2.7	-7.0	1.4	3.5	-0.5	-1.0	-5.8
> COc1ccc2c(C)c(CC(=O)N3C[C@H]4C[C@@H](C3)c3cccc(=O)n3C4)c(=O)oc2c1OC
→ 2.1	-1.7	-4.8	0.5	0.5	-3.2	-2.8	-0.2	0.8	-6.1
> O=C(NCCN1CCN(Cc2ccccc2)CC1)c1ccc(CS(=O)(=O)c2ccc(Br)cc2)o1
→ 3.8	-2.6	-3.8	0.9	-1.1	-6.8	-2.1	-0.2	-1.9	-1.9
> COC(=O)C1CCN(C(=O)[C@H](C)NC(=O)C2CC(=O)N(c3ccc(F)cc3)C2)CC1 (some centres not stated)
→ 1.3	0.8	-1.3	-4.9	-0.8	-1.0	-0.6	1.1	-2.8	4.9
> Cc1ccc(OCC(=O)N(C)Cc2ccccc2)c([N+](=O)[O-])n1
→ 0.3	1.9	-0.1	-1.3	-1.7	3.9	-1.4	-1.4	0.3	0.4
> COc1ccc([N+](=O)[O-])cc1NC(=O)CC1SC(=Nc2cccc(C)c2C)N(/N=C(\C)c2ccc(C)cc2)C1=O (configuration not stated)
→ 5.4	-8.1	-7.1	2.8	8.6	4.8	-1.8	0.9	1.3	5.6
> O=C(Cn1cnc2ccccc2c1=O)Nc1ccc(-c2nnc3n2CCCCC3)cc1
→ -0.6	.	-7.5	2.9	-6.2	-6.7	-3.4	-1.8	.	0.2
> NC(=O)CSc1nnc(C2CC2)n1Cc1ccccc1
→ -5.0	-1.2	-1.7	-15.8	-2.2	-7.3	2.9	-0.3	.	3.8
> Cc1cc(C(=O)COC(=O)CN=C2NS(=O)(=O)c3ccccc32)c(C)n1CCc1ccc(Cl)cc1
→ 2.8	-1.3	-3.9	-2.4	0.1	14.0	-2.0	1.0	-0.3	2.6
> NC(=Nc1ccccc1)N(c1ccccc1)c1ccccc1
→ -0.1	5.9	-8.5	3.5	-5.8	14.1	-4.6	0.2	-0.2	-11.4
> CCOC(=O)c1nn(-c2cc(C(=O)OC)cc(C(=O)OC)c2)cc1O
→ -2.2	.	-7.6	3.8	-0.3	-6.8	3.3	2.2	-2.9	-3.1
> COc1ccc(CNC(=O)C2CCN(S(=O)(=O)c3cccc4cccnc34)CC2)cc1
→ 0.8	0.5	-5.5	2.6	.	-2.6	-1.9	0.6	0.1	9.7
> CCOc1cc(/C=N/NC(=O)CCCC(=O)NC2CCCCC2)ccc1O
→ -2.8	-1.9	-0.8	-0.8	-2.5	-0.1	7.5	0.1	0.8	-3.5
> O=C(CCS(=O)(=O)c1ccccc1)NC1CCCC1
→ 3.3	15.4	-1.7	5.1	-3.7	9.1	3.5	0.3	0.1	-7.5
> Cc1ccccc1C1CC(c2ccccc2OC(F)F)Nc2ncnn21 (configuration not stated)
→ 0.1	.	-7.4	4.6	-2.5	3.4	10.1	0.1	-0.5	0.1
> Cc1cccc(NC(=O)c2ccco2)c1C
→ -7.4	1.8	-1.8	10.0	0.7	.	4.3	-2.2	-1.2	-0.5
> COc1ccccc1OCC(=O)NCC1CCCN(Cc2cnn(C)c2C)C1 (configuration not stated)
→ 1.1	0.9	-1.3	-2.8	2.2	-1.9	-5.7	0.2	-2.6	7.9
> CN(Cc1c(C(=O)N/N=C/c2cccs2)nnn1-c1nonc1N)c1ccccc1
→ -3.2	-2.4	-0.7	-1.5	-1.9	18.5	-12.1	1.4	-2.7	3.9
> O=C(O)C1C2CCC(C2)C1C(=O)Nc1cccc([N+](=O)[O-])c1 (configuration not stated)
→ -4.5	0.3	-2.9	1.0	-4.2	-7.4	1.6	-1.8	.	7.1
> CCOC(=O)c1c(C)[nH]c(C(=O)N2CCCC(C(=O)c3ccccc3OC)C2)c1C (configuration not stated)
→ -2.3	10.5	-7.7	-1.5	1.5	1.8	-1.1	-2.9	1.1	5.1

Ordered by SMILES length (falling): some entries from above
Below each compound: V-ATPase pHluor	Wnt act	dFosB act	Tat transport	CAL PDZ FP-1	MITF act	cardiac RTF act	CDK5 inh	CAL PDZ FP-2	Rtt109 Vps75
> CN(Cc1c(C(=O)N/N=C/c2cccs2)nnn1-c1nonc1N)c1ccccc1
→ -3.2	-2.4	-0.7	-1.5	-1.9	18.5	-12.1	1.4	-2.7	3.9
> COc1ccccc1OCC(=O)NCC1CCCN(Cc2cnn(C)c2C)C1 (configuration not stated)
→ 1.1	0.9	-1.3	-2.8	2.2	-1.9	-5.7	0.2	-2.6	7.9
> O=C(CCS(=O)(=O)c1ccccc1)NC1CCCC1
→ 3.3	15.4	-1.7	5.1	-3.7	9.1	3.5	0.3	0.1	-7.5
